Source: PubChem
PI4K2A block: qHTS for small molecular inhibitors of PI4K2A; activity change, negative = inhibition, % at 76.9 µM; AID 1346378, 2018; 420,000 tested, 0.13% active; Phosphatidylinositol 4-kinase type 2-alpha (Homo sapiens), Q9BTU6; purified PI4K2A, ADP-Glo luminescence, 1 h; stronger effect = lower value; in the data active means activity change below about -50%; inconclusive means mostly about -30% to -49%;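 further: -100% = wells without enzyme as full effect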
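ADP-Glo luminescence measured ADP generated by PI4K2A enzyme (4 ug/mL before mixing) with 1.2 mM PI substrate (pre-mix) and 300 microM ATP (pre-mix). Tris pH7.5 buffer with MgCl2, Triton X-100; 1 h reaction at ambient temperature.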
G9a inh: qHTS Assay for Inhibitors of Histone Lysine Methyltransferase G9a | G9a H3K9 monomethylation, AlphaScreen, 2 h | 350,000 tested, 8.8% active | Histone-lysine N-methyltransferase EHMT2 (Homo sapiens), Q96KQ7 | Potency, µM (series often up to 102 µM), without a hit: at the highest dose activity, negative = inhibition, usual class: inhibitors; further: potency means the concentration at half of the fitted maximal effect; on the % scale 0 is the no-effect control and ±100 the full control effect; nearly all actives have a fitted effect of over 75% in size
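Enzyme 20 nM + cpd, 15 min RT; add b-H3K9 pep 500 nM / SAM 20 uM; 2 h RT; anti-H3K9me1 Ab 0.5 ug/mL + SA donor / anti-rabbit acceptor beads 20 ug/mL each, 10 min; AlphaScreen read.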
HP1b chromo inh: HTS for Inhibitors of HP1-beta Chromodomain Interactions with Methylated Histone Tails; AlphaScreen HP1-beta / biotin-H3K9me3 peptide binding; Potency, µM (titrated, usually from 114 µM), for inactives: at the highest dose activity change, negative = inhibition, hits mostly inhibitors; 390,000 tested, 0.56% active; AID 540317, 2011; further: potency means the concentration at half of the fitted maximal effect; nearly all actives have a fitted effect of over 70% in size; inactives centre near 23
Target sequence (P83916 whole entry, looked up): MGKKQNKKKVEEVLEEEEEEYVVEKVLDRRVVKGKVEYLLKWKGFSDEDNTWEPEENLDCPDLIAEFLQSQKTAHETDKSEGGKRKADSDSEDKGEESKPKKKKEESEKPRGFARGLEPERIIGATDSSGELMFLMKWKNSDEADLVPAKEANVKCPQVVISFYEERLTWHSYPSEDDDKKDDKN
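Compound inhibition of the preformed complex between 50 nM HP1-beta and 50 nM biotinylated H3K9me3 peptide was read by AlphaScreen. Buffer was PBS pH 7.4 with 0.01% Tween-20. Incubations ran 30 min at room temperature, with 10 ug/mL donor/acceptor beads.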
JMJD2A Tudor inh: qHTS Assay for Inhibitors of JMJD2A-Tudor Domain; AlphaScreen JMJD2A-Tudor / H3K4me3 peptide binding; Lysine-specific demethylase 4A (Homo sapiens), O75164; Potency, µM (titrated, usually from 114 µM), inactives show at the top dose activity change, negative = inhibition, actives largely listed as inhibitors; 390,000 tested, 4.4% active; further: potency means the concentration at half of the fitted maximal effect; on the % scale 0 is the no-effect control and ±100 the full control effect; nearly all actives have a fitted effect of over 50% in size
GLS inh: qHTS for Inhibitors of Glutaminase (GLS); Potency, µM (highest dose often 45.5 µM), for the others: top-dose activity change, negative = inhibition, hits mostly inhibitors; 410,000 tested, 0.21% active; GLS enzymatic activity, qHTS titration; further: potency means the concentration at half of the fitted maximal effect; on the % scale 0 is the no-effect control and ±100 the full control effect
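Read-out is an Amplex red fluorescence increase coupled through glutamate oxidase and HRP, measured before and after 30 min room-temperature incubation. hKGA is in 45 mM KH2PO4 (pH 8.2) with 0.02% Tween-20; glutamine added as 1mM solution.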
Pin1 inh: qHTS Assay to Find Inhibitors of Pin1; Peptidyl-prolyl cis-trans isomerase NIMA-interacting 1 (Homo sapiens), Q13526; Pin1 FP peptide displacement, HiFluor488, 10 min; Potency, µM (titrated, usually from 115 µM), inactives show at the highest dose activity, negative = inhibition, most hits filed as inhibitors; 390,000 tested, 0.009% active; active means well fitted inhibition curve with a large enough effect in the polarisation, with a control signal flat, not every such curve was filed as active; inconclusive means small, poorly fitted or top-dose-only effect, or effect the other way, or a change in a side signal; inactive means no such curve, though single readings can be large or run the other way; the % refers to the polarisation; further: potency means the concentration at half of the fitted maximal effect; on the % scale 0 is the no-effect control and ±100 the full control effect
Target sequence (Q13526 whole entry, looked up): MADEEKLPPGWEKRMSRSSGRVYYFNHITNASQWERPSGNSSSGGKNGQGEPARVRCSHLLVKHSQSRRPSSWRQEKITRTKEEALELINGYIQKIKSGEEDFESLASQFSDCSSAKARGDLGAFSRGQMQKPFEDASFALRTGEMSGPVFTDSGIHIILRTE
ERG-DNA inh: qHTS for Small Molecule Inhibitors of the ERG Ets/DNA interaction | Transcriptional regulator ERG (Homo sapiens), P11308 | fluorescence polarization, His-ERG Ets domain / labelled DNA | Potency, µM (doses to about 76.9 µM), for inactives: at the highest dose FP activity, negative = inhibition, hits mostly inhibitors | 370,000 tested, 0.028% active; active means well fitted inhibition curve with a large enough effect in the polarisation, with a control signal flat; inconclusive means small, poorly fitted or top-dose-only effect, or effect the other way, or a change in a side signal; inactive means no such curve, though single readings can be large or run the other way; the % refers to the polarisation;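 further: polarization taken with two DNA probes labelled with fluorescein and Texas red; potency means the concentration at half of the fitted maximal effect; % of control where 0% means no effect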
Target sequence (P11308 whole entry, looked up, the tested form may be a part): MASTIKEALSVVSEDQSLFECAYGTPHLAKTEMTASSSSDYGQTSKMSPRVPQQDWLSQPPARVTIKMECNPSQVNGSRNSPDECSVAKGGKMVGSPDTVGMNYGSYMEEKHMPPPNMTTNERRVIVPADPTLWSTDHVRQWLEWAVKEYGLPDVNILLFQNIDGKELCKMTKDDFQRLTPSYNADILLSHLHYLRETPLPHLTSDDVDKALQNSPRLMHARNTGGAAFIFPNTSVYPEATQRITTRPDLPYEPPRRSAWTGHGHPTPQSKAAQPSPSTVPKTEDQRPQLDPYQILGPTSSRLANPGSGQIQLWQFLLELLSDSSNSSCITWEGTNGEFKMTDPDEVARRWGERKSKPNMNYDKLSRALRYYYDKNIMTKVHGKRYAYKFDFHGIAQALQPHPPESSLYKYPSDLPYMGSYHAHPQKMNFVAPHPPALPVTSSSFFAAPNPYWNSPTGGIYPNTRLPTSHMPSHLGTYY
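His-tagged ERG Ets domain (1 uM in the protein solution; 300mM KCl, 50mM Tris-HCl, 1mM EDTA, 1mM DTT, pH 7.5) received compound, then a probe mix of 5 nM fluorescein-DNA and 100nM Texas-615-DNA. Fluorescence polarization was read for both dyes.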
BAZ2B block: qHTS Assay for Inhibitors of BAZ2B | Bromodomain adjacent to zinc finger domain protein 2B (Homo sapiens), Q9UIF8 | AlphaScreen BAZ2B-H3K14Ac peptide displacement | Potency, µM (series often up to 114 µM), without a hit: at the highest dose activity change, negative = inhibition, most hits filed as inhibitors | 360,000 tested, 4.4% active | AID 504333, 2011; further: potency means the concentration at half of the fitted maximal effect; on the % scale 0 is the no-effect control and ±100 the full control effect; nearly all actives have a fitted effect of over 60% in size
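BAZ2B 50 nM plus b-H3(5-23)K14Ac 50 nM, PBS pH 7.4/0.01% Tween-20, 30 min RT; compound added (max 110 uM), 30 min RT; streptavidin donor/Ni-chelate acceptor beads 10 ug/mL final, 20 min dark; AlphaScreen read.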
Tb PGK inh: qHTS Assay to Find Inhibitors of Phosphoglycerate Kinase | Potency, µM (highest dose often 57.5 µM), inactives show at the highest dose activity change, negative = inhibition, actives largely listed as inhibitors | AID 602233, 2012 | 380,000 tested, 0.043% active | PGK/GAPDH coupled, Kinase-Glo luminescence, 60 min; further: potency means the concentration at half of the fitted maximal effect; on the % scale 0 is the no-effect control and ±100 the full control effect; nearly all actives have a fitted effect of over 60% in size
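Luminescent ATP detection (Kinase-Glo Plus) follows a 60-minute room-temperature incubation, with wells lacking PGK as controls. Buffer: 100 mM TEA (pH 7.6), 5 mM MgCl2, 0.01% Tween-20. Coupling enzyme GAPDH (100 nM final) supplies unstable 1,3-BPG in-well.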
Numbers without * were called inactive; i = inactive; ? = inconclusive; · = not tested or not shown; & = joins results of further samples; [ ] = remark or other dose. Unless noted, the call rests on the fitted dose curve; in most records, active means well fitted curve in the direction sought with a large enough effect; inconclusive means small, poorly fitted or top-dose-only effect, or another doubt; inactive means no such curve, though single readings can be large; an effect the other way counts as inactive or inconclusive.

SMILES	PI4K2A block	G9a inh	HP1b chromo inh	JMJD2A Tudor inh	GLS inh	Pin1 inh	ERG-DNA inh	BAZ2B block	Tb PGK inh
O=C(NCCc1ccccc1)c1cc(-c2ccco2)on1	0	-8%[59 µM]	21%	-6%	5%	30%[activator]	4%	-3%	3%
CC1CC1C(=O)OCC(=O)Nc1cccc(S(=O)(=O)NC2=NCCCCC2)c1 (stereo not drawn)	6	·	15%	0%	-5%	-2%	13%	-27%	0%
CCSc1nnc(NC(=O)c2nc(-c3ccccc3)n(-c3ccccc3)n2)s1	0	81%[activator][59 µM]	57%[activator]	0%	-6%	?	13%	24%	-4%
CC(C)SCc1cc(N2CCCC2)nc(-c2ccccc2)n1	1	21%	35%[activator]	17%	16%	-1%	0%	3%	-13%
Cc1cc(C)cc(NC(=O)CCNS(=O)(=O)c2ccc3c(c2)oc(=O)n3C)c1	1	-5%[59 µM]	47%[activator]	-15%	3%	16%	-8%	4%	-7%
COCCn1c(=NC(=O)c2cccs2)sc2cc(NC(C)=O)ccc21	0	-2%	35%	-8%	8%	9%	2%	-6%	-6%
Cc1nc(=S)n(-c2ccccc2)[nH]1	-2	14µM*	43%	7.1µM*	11%	-3%	9%	6%	-1%
COc1ccccc1CN=Cc1[nH]c2ccc(Br)c(Cl)c2c1O	14	?	?	-10%	-19%	?	-14%	-28%	i
Cc1nc2c(C)cccn2c1/C(O)=C1\C(=O)C(=O)N(CCN(C)C)C1c1cccs1 (stereo not drawn)	-6	·	14%	0%	0%	-2%	9%	·	-3%
CCCCNC(=O)CSc1nc2ccccc2nc1Cc1ccccc1	14	4%[59 µM]	28%[57 µM]	2%	-3%	15%	-2%	3%	i
CCOC(=O)C(C)n1cnc2scc(-c3ccc(C)c(C)c3)c2c1=O (stereo not drawn)	0	37%	37%	-7%	-6%	-2%	8%	4%	-8%
O=C(NCCN1CCCC1)c1ccc(Cl)cc1Cl	-1	-23%	51%[activator]	-7%	5%	0%	-2%	4%	4%
CCOC(=O)c1ccc(NC(=O)c2cn3c4c(ccc(Cl)c4c2=O)OC(C)C3)cc1 (stereo not drawn)	0	6%[59 µM]	39%	-8%	-1%	9%	-16%	-2%	6%
CN(C)N1C(N)=C(C#N)C(c2ccccc2Cl)C2=C1CCCC2=O (stereo not drawn)	2	-10%	18%	2%	?	1%	6%	-19%	3%
COc1ccc(C(=O)c2c3ccccc3[n+]([O-])n2CCCN)cc1	-3&1	13%[2.33 µM]	33%&29%	-10%&-31%	-4%&6%	-2%&0%	-3%&10%	-27%	-2%&10%
CC1=NNC(=O)/C1=C\c1cn(-c2ccccc2)nc1-c1ccccc1	-8	?	?	-32%[11.4 µM]	?	-2%	-1%	?	3%
Oc1cccc(/C=N/Nc2cc(N3CCCC3)nc(N3CCCC3)n2)c1	-3	-9%[59 µM]	?	56µM*	2%	4%	-10%	45µM*	-10%
CCCC(=O)NC(c1ccc(OCC)cc1)c1ccc(OC)c(OC)c1 (stereo not drawn)	-3	?	14%	-3%	-8%	1%	-1%	-2%	i
COc1ccc(CNC(=O)c2ccc3c(c2)CCN3S(=O)(=O)c2ccccc2)cc1	-2	3%[59 µM]	30%	-5%	9%	13%	-5%	0%	3%
CCc1nonc1NC(=O)c1oc2ccccc2c1C	-3&6	22%	34%&47%	-7%&10%	2%&-11%	-3%&-8%	5%&-3%	-4%&-2%	i
O=C(c1ccc(Cn2cc([N+](=O)[O-])cn2)o1)N1N=C(C(F)F)CC1(O)C(F)F (stereo not drawn)	-6	?	29%	-14%	-11%	-2%	-1%	-2%	i
O=C(CCn1c(=O)sc2ccccc21)Nc1ccon1	4	-9%[59 µM]	9%	-2%	9%	-1%	·	4%	·
CC(=O)N1CCc2cc(Br)cc(S(=O)(=O)NCc3ccc(Cl)cc3)c21	0	3%	-2%	-19%	9%	1%	7%	-1%	i
CCOc1cc(/C=N/NC(=O)C(=O)NCC2CCCO2)ccc1OCC(=O)N1CCOCC1 (stereo not drawn)	4	1%[12.7 µM]	12%	-4%	5%	-4%	-1%	1%	7%
CC1OC(Oc2c(-c3cc(O)c(O)c(O)c3)oc3cc(O)cc(O)c3c2=O)C(O)C(O)C1O (stereo not drawn)	-6	40µM*	-22%	?	42%[activator]	?	11%	-24%	?

Not a retest: two of the compounds above.
SMILES	PI4K2A block	G9a inh	HP1b chromo inh	JMJD2A Tudor inh	GLS inh	Pin1 inh	ERG-DNA inh	BAZ2B block	Tb PGK inh
CCOc1cc(/C=N/NC(=O)C(=O)NCC2CCCO2)ccc1OCC(=O)N1CCOCC1 (stereo not drawn)	4	1%[12.7 µM]	12%	-4%	5%	-4%	-1%	1%	7%
CC1OC(Oc2c(-c3cc(O)c(O)c(O)c3)oc3cc(O)cc(O)c3c2=O)C(O)C(O)C1O (stereo not drawn)	-6	40µM*	-22%	?	42%[activator]	?	11%	-24%	?

The list continues:
SMILES	PI4K2A block	G9a inh	HP1b chromo inh	JMJD2A Tudor inh	GLS inh	Pin1 inh	ERG-DNA inh	BAZ2B block	Tb PGK inh
COc1ccc(OC)c(/C=C/C(=O)Nc2ccc3c(c2)CCC3)c1	-3	?	12%	-23%	-3%	34%[activator]	-7%	-39%	-8%
O=C(CSc1cn(CCNC(=O)c2cccs2)c2ccccc12)NCC1CCCO1 (stereo not drawn)	-2	-11%	37%	5%	-2%	-6%	-26%	-4%	-10%
COC(=O)c1ccc2c(c1)N(CC(=O)Nc1ccc(C)c(C)c1)C(=O)c1ccccc1S2	3	-4%[59 µM]	25%[57 µM]	-2%	-3%	23%	-3%	-1%	-4%
CCC1CCCCN1C(=O)CSc1nnc(-c2c[nH]c3ccccc23)o1 (stereo not drawn)	-4	-36%[59 µM]	13%	-23%	-6%	-9%	-5%	-26%	·
CN(CC(=O)Nc1ccc2c(c1)OCCO2)CC(=O)Nc1ccc(F)c(F)c1F	-8	·	40%[activator]	-8%	-1%	1%	3%	·	i
CCCCNC(=O)Cn1cnc2c(cnn2-c2ccc(C)cc2)c1=O	4	·	40%[activator]	-1%	-4%	-1%	-2%	-8%	5%
Cc1nn(CC(=O)N2CCC(C)CC2)c(=O)c2nn(-c3ccccc3)c(C)c12	0	20%	22%	-7%	0%	8%	-11%	-16%	-2%
CC(OC(=O)c1cccs1)C(=O)NCc1ccccc1 (stereo not drawn)	-5	-2%	23%	-12%	1%	-1%	-8%	-2%	6%
C#CCOCCOCCOCCNc1nc(N2CCN(C(=O)Cn3cc(CCO)nn3)CC2)nc(N2CCN(C(=O)Cn3cc(CCO)nn3)CC2)n1	-8	·	31%	-10%	-1%	0%	-22%	·	-9%
CCOC(=O)CNC(=O)/C=C/c1ccc2c(c1)OCO2	-2	4%	18%	-2%	0%	-5%	3%	-16%	-4%
Cc1ccc2cc3c(nc2c1)N(Cc1ccco1)CC3	4	-26%[12.7 µM]	16%	-7%	6%	7%	-2%	-5%	-1%
Cn1cnc([N+](=O)[O-])c1Sc1ccc(Br)cc1	-6	5%[59 µM]	22%	-15%	18%	-2%	10%	-20%	-3%
COc1cccc(N=Nc2c(C)[nH]n(-c3ccccc3)c2=O)c1	-2	7.9µM*	?	?	8%	1%	-6%	6.3µM*	i
COc1ccc2[nH]cc(C(=O)CN3CCN(C(=O)c4ccco4)CC3)c2c1	-13	?	12%	-9%	10%	8%	-3%	1%	-7%

Record cards, from the list above. Order of values: PI4K2A block | G9a inh | HP1b chromo inh | JMJD2A Tudor inh | GLS inh | Pin1 inh | ERG-DNA inh | BAZ2B block | Tb PGK inh
Listed for Cn1cnc([N+](=O)[O-])c1Sc1ccc(Br)cc1 = -6 | 5%[59 µM] | 22% | -15% | 18% | -2% | 10% | -20% | -3%
Listed for Cc1ccc2cc3c(nc2c1)N(Cc1ccco1)CC3 = 4 | -26%[12.7 µM] | 16% | -7% | 6% | 7% | -2% | -5% | -1%
Listed for CC(OC(=O)c1cccs1)C(=O)NCc1ccccc1 (stereo not drawn) = -5 | -2% | 23% | -12% | 1% | -1% | -8% | -2% | 6%
Listed for CCOC(=O)CNC(=O)/C=C/c1ccc2c(c1)OCO2 = -2 | 4% | 18% | -2% | 0% | -5% | 3% | -16% | -4%
Listed for CCCCNC(=O)Cn1cnc2c(cnn2-c2ccc(C)cc2)c1=O = 4 | · | 40%[activator] | -1% | -4% | -1% | -2% | -8% | 5%
